VP16 counter = inhibits Gal4-VP16 luciferase reporter, ROR gamma counter-screen; Drosophila S2 Gal4-VP16 UAS-luciferase, luminescence, 20 h; Potency, µM (titrated, usually from 53.6 µM), without a hit: top-dose activity, negative = inhibition, actives largely listed as inhibitors; 310,000 compounds, 3.5% hits; AID 2546;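 further: Gal4-VP16 expression switched on by copper sulfate through the metallothionein promoter; potency means the concentration at half of the fitted maximal effect; on the % scale 0 is the no-effect control and ±100 the full control effect; nearly all actives have a fitted effect of over 50% in size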
Menin-MLL TR inh = inhibitors of human menin-MLL interaction, mutant MLL peptide | Potency, µM (titrated, usually from 61.6 µM), for the others: top-dose FP activity change, negative = inhibition, hits mostly inhibitors | 270,000 compounds, 0.23% hits | Menin + Texas Red MLL mutant peptide, fluorescence polarization | AID 1768; active means well fitted inhibition curve with a large enough effect in the polarisation, with a control signal flat, not every such curve was filed as active; inconclusive means small, poorly fitted or top-dose-only effect, or effect the other way, or a change in a side signal; inactive means no such curve, though single readings can be large or run the other way; the % refers to the polarisation; further: potency means the concentration at half of the fitted maximal effect; % of control where 0% means no effect; many of its hits are not listed in these tables
Target sequence (O00255 whole entry, looked up): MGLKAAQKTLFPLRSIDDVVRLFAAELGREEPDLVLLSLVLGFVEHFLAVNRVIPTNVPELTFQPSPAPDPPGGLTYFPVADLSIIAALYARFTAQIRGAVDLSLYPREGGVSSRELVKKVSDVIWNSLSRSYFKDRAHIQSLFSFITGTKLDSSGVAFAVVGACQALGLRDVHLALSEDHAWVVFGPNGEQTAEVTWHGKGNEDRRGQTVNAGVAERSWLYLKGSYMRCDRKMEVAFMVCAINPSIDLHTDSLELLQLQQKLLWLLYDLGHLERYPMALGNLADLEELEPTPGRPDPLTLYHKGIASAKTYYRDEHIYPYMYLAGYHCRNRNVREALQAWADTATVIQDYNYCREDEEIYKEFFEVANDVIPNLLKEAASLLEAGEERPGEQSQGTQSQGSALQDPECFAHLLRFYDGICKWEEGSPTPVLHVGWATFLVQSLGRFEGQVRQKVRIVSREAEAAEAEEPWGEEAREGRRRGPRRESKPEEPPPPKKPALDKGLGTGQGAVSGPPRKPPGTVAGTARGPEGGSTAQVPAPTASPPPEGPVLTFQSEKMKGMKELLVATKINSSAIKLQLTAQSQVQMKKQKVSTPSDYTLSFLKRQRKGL
Rab9 promoter act = activates the Rab9 promoter | AID 485297 | Huh7 Rab9 promoter-luciferase reporter, luminescence, 24 h | Potency, µM (series often up to 9.22 µM), without a hit: at the highest dose activation, negative = inhibition, hits mostly activators | 320,000 compounds, 2.8% hits; further: potency means the concentration at half of the fitted maximal effect; % of control where 0% means no effect; nearly all actives have a fitted effect of over 60% in size
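Measured in stably transfected Huh7 cells bearing a Rab9 promoter–luciferase construct: 24 h compound treatment at 37 °C, followed by luminescence detection.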
KCNH2 3.1 inh = inhibitors of human KCNH2 3.1 potassium channel isoform. U2OS KCNH2 3.1, thallium flux FluxOr; hits give low values. AID 720553. 340,000 compounds, 0.95% hits. activity change, % (tested at about 1.8 µM);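 active means maximum activity change below -70%; inconclusive means maximum activity change from -70% to -50%; inactive means maximum activity change above -50%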;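 further: thallium influx rate constant from kinetic fluorescence after stimulation buffer; on the % scale 0 is the no-effect control and ±100 the full control effect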
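We transduce U2OS cells with the mutant 3.1 virus, culture them overnight, load FluxOr with Red40 quencher for 45 min, then add stimulation buffer and read kinetically for 2 min to derive a normalized rate constant.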
MBNL1 CUG block = inhibitors of human MBNL1 binding to CUG repeat RNA | Q9NR56 | TR-FRET MBNL1-His/biotin-(CUG)12 binding, 665/545 ratio | Potency, µM (doses to about 57.5 µM), without a hit: at the top dose activity change, negative = inhibition, actives largely listed as inhibitors | 280,000 compounds, 0.036% hits | AID 2675; active means well fitted inhibition curve with a large enough effect in the signal ratio, with a control signal flat, not every such curve was filed as active; inconclusive means small, poorly fitted or top-dose-only effect, or effect the other way, or a change in a side signal; inactive means no such curve, though single readings can be large or run the other way; the % refers to the signal ratio; further: potency means the concentration at half of the fitted maximal effect; on the % scale 0 is the no-effect control and ±100 the full control effect
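TR-FRET readout: Ex 340 nm, 665/545 nm emission ratio, normalized to buffer-only (basal) and MBNL1-(CUG)12 controls. Complex of MBNL1-His with Biotin-(CUG)12, compounds 92 nM–58 uM, incubated 60 min at room temperature.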
Mito fusion yeast = inhibitors of mitochondrial division or activators of mitochondrial fusion | Potency, µM (titrated, usually from 46.1 µM), without a hit: at the top dose growth rescue (activation), hits mostly activators | 320,000 compounds, 0.23% hits | AID 485298 | S. cerevisiae fusion-defective mutant growth rescue, CellTiterGlo 48 h;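 further: potency means the concentration at half of the fitted maximal effect; % of control where 0% means no effect; nearly all actives have a fitted effect of over 45% in size; temperature-sensitive fusion mutants such as fzo1-1 at 37 °C on non-fermentable ethanol glycerol medium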
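Growth-rescue viability read-out: after 48 h at the non-permissive 37C in glycerol/ethanol YPEG, yeast mitochondrial fusion mutants are measured by CellTiterGlo luminescence; compounds (23 nl pinned per well) restoring growth score as division inhibitors or fusion activators.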
FLuc counter = inhibits or activates purified firefly luciferase, miR-21 counter-screen | AID 588342 | 360,000 compounds, 6.9% hits | Potency, µM (series often up to 57.5 µM), for the others: at the top dose activity change, negative = inhibition, actives largely listed as inhibitors | purified FLuc, Km substrates, luminescence inhibition | P08659;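 further: potency means the concentration at half of the fitted maximal effect; plate controls were vehicle for no effect and reference inhibitor for full effect; nearly all actives have a fitted effect of over 55% in size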
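Purified P. pyralis luciferase, 10 nM final, with Km-level 10 uM D-luciferin and 10 uM ATP in 50 mM Tris acetate pH 7.5, 10 mM Mg acetate, 0.01% Tween-20, 0.05% BSA; 6-point qHTS titration about 60 µM downward; luminescence read.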
ELG1 repair inh = blocks ELG1-dependent DNA repair in HEK293T cells; HEK293T ELG1-luciferase reporter, luminescence, 16 h; DNA damage induced by 5-fluorouridine; Potency, µM (series often up to 46.1 µM), inactives show at the highest dose activity change, negative = inhibition, most hits filed as inhibitors; 330,000 compounds, 2.3% hits; further: potency means the concentration at half of the fitted maximal effect; on the % scale 0 is the no-effect control and ±100 the full control effect; nearly all actives have a fitted effect of over 55% in size
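Quantitative HTS, concentration-response format. 2,000 cells/well co-treated with 5-fluorouridine and compound, 16 hr in 5% CO2 at 37 °C; ONE-Glo luminescence read after 30 min.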
RORgamma inh = inhibitors of mouse ROR gamma transcriptional activity; Drosophila S2 Gal4-RORgamma UAS-luciferase reporter, 20 h; Potency, µM (titrated, usually from 53.6 µM), for the others: top-dose activity change, negative = inhibition, usual class: inhibitors; 310,000 compounds, 5.4% hits; AID 2551; further: potency means the concentration at half of the fitted maximal effect; on the % scale 0 is the no-effect control and ±100 the full control effect; nearly all actives have a fitted effect of over 60% in size
Target sequence (P51450 whole entry, looked up, the tested form may be a part): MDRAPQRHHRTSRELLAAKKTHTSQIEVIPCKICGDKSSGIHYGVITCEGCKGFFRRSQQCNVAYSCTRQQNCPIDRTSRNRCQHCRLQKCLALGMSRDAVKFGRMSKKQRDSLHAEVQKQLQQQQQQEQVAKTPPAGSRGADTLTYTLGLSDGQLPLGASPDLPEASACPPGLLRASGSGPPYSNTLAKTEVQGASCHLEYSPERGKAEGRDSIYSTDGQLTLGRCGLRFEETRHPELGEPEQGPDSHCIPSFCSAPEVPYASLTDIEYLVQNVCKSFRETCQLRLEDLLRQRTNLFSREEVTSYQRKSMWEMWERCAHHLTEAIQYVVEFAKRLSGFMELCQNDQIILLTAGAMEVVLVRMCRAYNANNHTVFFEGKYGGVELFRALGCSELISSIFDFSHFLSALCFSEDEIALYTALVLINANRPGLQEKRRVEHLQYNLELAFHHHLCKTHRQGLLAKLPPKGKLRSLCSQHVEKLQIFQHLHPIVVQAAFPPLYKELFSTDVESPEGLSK
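Stable Schneider cell line, Gal4 DNA-binding domain fused to ROR gamma, UAS-luciferase. Cmpd 1 hr RT → CuSO4 700 uM final → 20 hr RT → luciferase reagent 10 min → luminescence.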
PKM2 activator = activators of human pyruvate kinase M2. P14618. purified PKM2, Kinase-Glo ATP luminescence, activation; response scale: 0% is enzyme alone, no compound. Potency, µM (series often up to 57.5 µM), without a hit: at the top dose activation, usual class: activators. 260,000 compounds, 0.34% hits. AID 1631; further: potency means the concentration at half of the fitted maximal effect; on the % scale 0 is the no-effect control and ±100 the full control effect; nearly all actives have a fitted effect of over 55% in size
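ATP formation by purified human PK-M2, quantified via coupled luciferase luminescence after 1 h at room temperature with 0.1 mM ADP and 0.5 mM PEP final.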
NPC1 prom act = NPC1 promoter activation; Huh7 NPC1 promoter luciferase reporter, 24 h; Potency, µM (highest dose often 9.22 µM), for inactives: top-dose activation, usual class: activators; 320,000 compounds, 2.4% hits;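 further: potency means the concentration at half of the fitted maximal effect; % of control where 0% means no effect; nearly all actives have a fitted effect of over 60% in size; reporter is driven by a mutant NPC1 promoter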
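Luciferase expression driven by the NPC1 promoter was measured in stably transfected Huh7 cells after a 24 h compound incubation, using a luciferase reagent and a luminescence read.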
* hit, by the source's call; ? = inconclusive; . = not tested or not shown; [ ] = another dose, or the depositor's remark. Unless noted, the call rests on the fitted dose curve; in most records, active means well fitted curve in the direction sought with a large enough effect; inconclusive means small, poorly fitted or top-dose-only effect, or another doubt; inactive means no such curve, though single readings can be large; an effect the other way counts as inactive or inconclusive. This is a subset, so the mix of outcomes need not match the whole.

SMILES | VP16 counter | Menin-MLL TR inh | Rab9 promoter act | KCNH2 3.1 inh | MBNL1 CUG block | Mito fusion yeast | FLuc counter | ELG1 repair inh | RORgamma inh | PKM2 activator | NPC1 prom act
Cc1cc(Oc2ccc(-c3nnc(-c4ccccc4)o3)cc2[N+](=O)[O-])ccc1Cl | 0% | 3% | 3% | 22 | . | -5% | 4% | 14% | 19% | -10% | -7%
COc1ccc(CNC(=O)Cn2cc3c(n2)CCCCC3)cc1 | -16% | -17% | -5% | 0 | ? | -3% | 0% | ? | -8% | 4% | -5%
Cn1c(SCC(=O)NCc2ccc(F)cc2)nc2c([nH]c3ccccc32)c1=O | 0% | -9% | -1% | . | -3% | -1% | 0% | -5% | -3% | 0% | 4%
C[C@@H]1CCC2[C@](C)(CO)[C@@H](O)CC[C@]2(C)[C@@]12CCC(CO)(CCO)O2 (stereo partly specified) | -1% | 8% | -10% | 10 | -6% | 9% | 0% | 5% | 0% | . | -8%
Cc1nc(NC(=O)CN2CCN(c3ccccc3F)CC2)sc1C(=O)N(C)C | -2% | 1% | -2% | -10 | 1% | 1% | 15% | 6% | 12% | 1% | -4%
O=C(NCC(c1ccco1)N1CCc2ccccc21)c1ccccc1F (stereo unspecified) | . | . | -4% | -8 | . | 21% | -1% | -6% | . | . | -3%
COc1ccc(OCC(=O)Nc2ccc(S(=O)(=O)N3CCCCC3)cc2)cc1 | -3% | 23% | 11% | -27 | 7% | 2% | -16% | 1% | 20% | . | -3%
CC(=O)Nc1ccc(NCN2C(=O)C3C4CCC(C4)C3C2=O)cc1 (stereo unspecified) | -3% | . | -7% | 6 | -7% | -1% | -2% | -3% | -18% | 1% | 0%
O=C(NCc1ccc(F)cc1)c1cnn2ccccc12 | 3% | -4% | 2µM* | -14 | -5% | -3% | 12µM* | ? | ? | -2% | 3.2µM*
Cn1c(SCC(=O)Nc2ccc3c(c2)OCCO3)nnc1-c1ccncc1 | 3% | 5% | -1% | -2 | 1% | 4% | -8% | 14% | -11% | 0% | 1%
COc1ccccc1C(=O)CC(=O)c1ccccc1 | -68% | -8% | 20% | -3 | 1% | -5% | 13µM* | ? | 10µM* | -1% | ?
Cc1cc(=O)n(CCc2ccccc2)c(O)c1C#N | 3% | ? | ? | -1 | -7% | -1% | 13µM* | ? | -4% | -4% | 20%
O=C(NCCN1CCOCC1)C(=O)NCC1OCCCN1S(=O)(=O)c1cc(F)ccc1F (stereo unspecified) | -4% | . | 12% | -9 | -4% | -3% | 1% | 4% | -17% | -1% | 0%
COc1ccc(Cc2nnc(Nc3ccc(Cl)cc3)[nH]c2=O)cc1 | 2% | . | -3% | 0 | -9% | -16% | 5% | -6% | -16% | 2% | -5%
Cc1ccc2cc(CCNC(=O)c3ccc4c(c3)OCO4)c(=O)[nH]c2c1 | -9% | -17% | 0% | -3 | -1% | 0% | 2% | ? | 6% | 2% | -2%
CCOC(=O)c1ccc(-n2ccnc2)c(NC(=O)c2ccc(Cl)cc2)c1 | 2% | 3% | -6% | 3 | . | 16% | -4% | -15% | 7% | -10% | -2%
Cc1cc2n(c(=O)c1C#N)CCCN2c1cccc(Cl)c1 | -3% | 4% | -7% | 2 | 84%[activator] | -1% | 1% | ? | 38% | -5% | 0%
Cc1ccnc(NC(=O)c2ccc(N3C(=O)CCC3=O)cc2)c1 | ? | 1% | ? | 11 | 4% | 4% | 19µM* | ? | -22% | 9% | ?
Cc1cc(C)c2oc(C(=O)N(Cc3ccccc3)c3ccccn3)cc(=O)c2c1 | -17% | . | -4% | -6 | . | 2% | -2% | -6% | 21% | -8% | 3%
CSc1nc2ccc(NC(=O)c3ccc(Cl)s3)cc2s1 | ? | ? | 2.8µM* | 11 | -7% | 3% | 1.9µM* | ? | -11% | -2% | 2µM*
CCOC(=O)c1c(C)[nH]c(C)c1S(=O)(=O)NCc1ccccc1C | -7% | 6% | 1% | -12 | -5% | -3% | 2% | -15% | 21% | . | 0%
COc1cc(C(=O)NNC(=O)c2ccc(F)cc2)ccc1OCC(=O)N1CCOCC1 | . | . | 1% | 0 | . | -3% | -3% | ? | . | . | -2%
CCCCN(C(=O)c1cc(Cl)nc2ccccc12)c1c(N)n(CCCC)c(=O)[nH]c1=O | . | . | -3% | 16 | . | -2% | 4% | 12% | . | . | -1%
Cc1cc(OCc2nn[nH]n2)c2c(C)c(CC(=O)O)c(=O)oc2c1 | 0% | -6%[11.7 µM] | 17% | -11 | 6% | -3% | 0% | 1% | 8% | -7% | -1%
COc1ccc(CCn2c(-c3ccc(F)cc3)nc3c(c(=O)c4ccccc4n3C)c2=O)cc1OC | 3% | . | 3% | 2 | . | 0% | -2% | -26% | 13% | -3% | -4%
Cc1cc(OC(C)C(=O)NCc2ccncc2)c2c(C)cc(=O)oc2c1 (stereo unspecified) | 18% | -20% | 1% | -29 | -6% | 0% | 0% | 15% | 0% | -4% | -3%
CN1CCN(C(=O)C2=C[C@@H](c3ccccc3)C[C@@H](OCc3ccc(CO)cc3)O2)CC1 | 22% | -11% | 2% | 54 | 1% | -1% | 7% | ? | 20% | 0% | 1%
O=C(OCCN=C1NS(=O)(=O)c2ccccc21)c1cccc([N+](=O)[O-])c1 | -6% | 12% | 0% | -7 | ? | -4% | 1% | -10% | 27% | . | 0%
COc1ccnc(Oc2ccc(C)cc2C)c1C#N | -5% | 0% | 20% | 6 | 0% | 6% | ? | ? | 14% | -1% | 18%
COc1ccc(-c2cc(C(=O)Nc3cc(OC)c(OC)c(OC)c3)no2)cc1 | -1% | 32%[activator] | 1% | -9 | -2% | 17% | 8% | 3% | -17% | . | -1%
CC1(C)Nc2ccccc2C(=O)N1c1ccccc1 | 12% | 6% | 20% | -9 | 7% | 1% | -1% | 0% | 16% | 0% | 16%
Cc1cc(-c2csc(NC(=O)c3cc4ccccc4o3)n2)c(C)n1C | 0% | 2% | 23% | 13 | 2% | -1% | 9.5µM* | ? | 16% | -2% | 13%
CC1(C)OC(=O)C=C(CC2NS(=O)(=O)OC3CCCCC23)O1 (stereo unspecified) | 3% | 14% | -1% | 9 | -6% | -1% | 1% | ? | 5% | 2% | 3%
Nc1ccc(Nc2ccccc2N)cc1 | -4% | -15% | 15% | 18 | 15% | -4% | -16% | 18% | ? | 3% | 10%
Cc1ccc(NC(=O)c2cccc3c2C(=O)N(C2CCCCC2)C3)cc1 | 2% | 9% | -11% | 3 | 5% | 0% | -2% | 7% | 5% | 2% | -3%
O=C(c1ccccc1-c1nc(-c2ccc(Cl)cc2)no1)N1CCCC1 | 25% | -1% | 3.2µM* | -8 | -2% | 13% | 19µM* | ? | 12% | 0% | ?
O=C1CC(c2ccc(F)cc2)C(n2cncn2)C(O)=C1C1NCCc2ccccc21 (stereo unspecified) | -14% | 0% | -5% | -14 | -3% | -6% | 0% | 7% | -20% | 9% | 0%
O=C1CCCCC1C(Nc1ccc(Br)cc1)c1ccccc1 (stereo unspecified) | -5% | 8% | -1% | -11 | 0% | 21% | -1% | 2% | -17% | -5% | 0%
CCS(=O)(=O)c1ccc(O)c(NC(=O)Nc2ccc(C(C)(C)C)cc2)c1 | 2% | . | -7% | 10 | 4% | -3% | -19% | 15µM* | 11% | 1% | -1%
COc1ccc(C)cc1S(=O)(=O)N(CC(=O)Nc1cccc([N+](=O)[O-])c1)c1cc(C)cc(C)c1 | ? | -4% | -4% | -26 | -8% | -8% | 3% | -4% | ? | 4% | -1%
COc1ccc(OC)c(S(=O)(=O)n2cnc3cc(C)c(C)cc32)c1 | 10% | 8% | -1% | -2 | -4% | 17% | 4%[2.3 µM] | -3% | -16% | 0% | 20%
CCOC(=O)c1cccc(NC(=S)N2CCN(c3ncc4c(=O)c(C(=O)O)cn(CC)c4n3)CC2)c1 | -12% | 17% | -3% | 19 | -1% | -12% | 2% | 7% | 9% | -25% | -5%
CCCSc1nnc(CN2CCOCC2)n1C | 1% | 9% | 2% | 21 | 1% | 1% | 5% | -13% | -9% | 9% | 0%

Bioassay records deposited in PubChem BioAssay by National Center for Advancing Translational Sciences (NCATS).
